# Screening results deposited in PubChem by NCI.
# yeast mec2-1: NCI yeast anticancer drug screen, S. cerevisiae mec2-1 strain | % growth inhibition at 50 µM | 79,000 tested, 9% active;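 further: 0% = growth of vehicle-only cultures of the same strain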
#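 Cells of the genetically defined mec2-1 yeast strain are incubated with test compound. Inhibition of growth is calculated against vehicle-treated controls.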
# cln2 rad14: NCI yeast anticancer drug screen, S. cerevisiae cln2 rad14 strain. growth inhibition, % at 50 µM. 78,000 tested, 8.3% active;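 further: 0% = growth of vehicle-only cultures of the same strain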
#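 Growth inhibition, relative to vehicle-treated controls, is the read-out. The test organism is a yeast strain with defined genetic alterations, cln2 rad14.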
# yeast mlh1 rad18: NCI yeast anticancer drug screen, S. cerevisiae mlh1 rad18 strain | growth inhibition, % at 50 µM | 79,000 tested, 11% active;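 further: 0% = growth of vehicle-only cultures of the same strain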
#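 Cells of a genetically altered yeast strain, deficient in DNA damage repair, were treated with compound. Their growth was then compared with that of vehicle-treated cultures to give inhibition.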
# sgs1 mgt1: NCI yeast anticancer drug screen, S. cerevisiae sgs1 mgt1 strain; AID 161; % growth inhibition at 50 µM; 78,000 tested, 10% active;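 further: 0% = growth of vehicle-only cultures of the same strain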
#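 Genetically altered yeast, compound exposure, growth inhibition relative to vehicle.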
# yeast rad50: NCI yeast anticancer drug screen, S. cerevisiae rad50 strain. AID 155. 79,000 tested, 10% active. growth inhibition, % at 50 µM;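 further: 0% = growth of vehicle-only cultures of the same strain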
#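 Cells are treated with compound, grown, and their growth is then scored against vehicle-only cultures of the same repair-deficient yeast strain.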
# yeast bub3: NCI yeast anticancer drug screen, S. cerevisiae bub3 mutant strain; growth inhibition, % at 50 µM; 78,000 tested, 9.9% active; AID 167;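 further: 0% = growth of vehicle-only cultures of the same strain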
#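 Growth of a checkpoint-deficient yeast mutant is measured after compound exposure. Values represent inhibition relative to vehicle.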
# Starred values were filed as active, the others as inactive; . = not tested or not shown; & = joins results of further samples; ! = a repeat was not active. No stated cut-off is given here; in the data, active means growth inhibition above about 70%; inactive means the rest.
SMILES,yeast mec2-1,cln2 rad14,yeast mlh1 rad18,sgs1 mgt1,yeast rad50,yeast bub3
CC1(C)C2CCC(I)(C2)C1I (centres undefined),0,-16,10,-17,11,2
O=C(O)c1ncc(Cl)cc1Cl,10,34,39,14,66,26
C=C1CC2(OC1=O)c1ccccc1CCc1ccccc12,27,10,0,19,41,46
O=C(O)c1c(Cl)c(Cl)c(Cl)c(Cl)c1C(=O)Nc1cccc(C(F)(F)F)c1,10,-7,-15,-9,-10,-2
Nc1c(S(N)(=O)=O)cc(S(N)(=O)=O)cc1S(N)(=O)=O,-21,-25,-16,-36,1,-29
CSc1n[nH]c(C(F)(F)F)n1,-14,3,-1,-1,-7,-6
Cc1ccccc1N=C(N)NC#N,-32,-5,-50,-15,-14,-13
CSC(=S)n1nc(-c2cccs2)c(N=Nc2ccc(Cl)cc2)c1C(F)(F)F,93*,65,96*,46,84*,75*
COC1OCC2OC(C)(C)OC2C1OS(=O)(=O)c1ccc(C)cc1 (centres undefined),-1,0,-10,7,9,10
N#Cc1c(-c2ccco2)c2c(n(C3OC(CO)C(O)C(O)C3O)c1=S)CCCC2 (centres undefined),7,-8,15,16,-12,5
N#CC(c1ccccc1)c1cccc(C(=O)O)c1 (centres undefined),-14,-20,5,6,-17,-26
CC(C)(C(N)=O)c1ccccc1,-4,-28,-5,17,-28,-2
O=C(O)/C=C/c1nc2ccccc2nc1-c1ccccc1,13,1,20,4,14,5
CCOC(=O)N1C2c3ccccc3C3C(C21)N3C(=O)OCC (centres undefined),-12,2,-11,0,0,4
COc1cc2ccc(/C=C/C(=O)c3ccc4c(c3)OCO4)cc2cc1OC,-4,22,-5,3,-7,6
CCOC(=O)c1cc2c(-c3ccccc3)c(-c3ccccc3)c(-c3ccccc3)c(-c3ccccc3)n2n1,15,32,0,0,10,-1
c1ccc2c(c1)ncn2C1CCCCO1 (centres undefined),-10,1,-38,-17,5,-7
Cc1[nH]nc(C(=O)NO)c1N,16,2,9,4,4,-21
CC1(O)OC(n2c(Br)nc3c(N)ncnc32)C(O)C1O (centres undefined),27,11,50,57,52,1
Clc1ccc(CNNCc2ccc(Cl)cc2)cc1,-2&-3,17&-10,68&12,58&-3,79*!,73*!
Cn1cc(NC(=O)Nc2cc(C(=O)Nc3ccc4cc(S(=O)(=O)O)cc(S(=O)(=O)O)c4c3)n(C)c2)cc1C(=O)Nc1ccc2cc(S(=O)(=O)O)cc(S(=O)(=O)O)c2c1,-19,-16,-25,-24,-27,8
O=C1CCC/C(c2ccccc2)=N\N=C/1c1ccccc1,-7,-5,24,22,55,24
CCOc1ccc(/C=N/NS(=O)(=O)c2cc(Cl)c(Cl)cc2Cl)cc1OCC,4,9,-6,-8,16,-8
O=C(/C=C/c1ccc2c(c1)OCO2)C1CC1,11,8,17,28,6,28
Cc1c2ncccc2cc2oc3ccccc3c(=O)c12,15,14,69,24,63,20
Cn1cc(-c2ccccc2)cc1-c1ccccc1,7,5,10,-4,-11,-15
O=C1C2Nc3ccccc3N=C2OC1c1cccc([N+](=O)[O-])c1 (centres undefined),16,17,24,23,16,21
O=C(O)COc1ccc2c3c1C(=O)CCC3CO2 (centres undefined),0,-8,3,1,12,4
C/C(=N\NC(N)=O)c1ccc(Br)c2ccccc12,13,4,-1,-3,-19,1
CC(C)c1ccc2c(c1)CC[C@H]1[C@](C)(C(=O)O)CCC[C@]21C,93*,91*,91*,92*,92*,91*
O=C(O)C1OC1C(=O)O (centres undefined),-5&-30,-24&-40,14&-10,-5&-24,0&-24,-6&-22
CSC1(C)C(=O)Nc2cccc([N+](=O)[O-])c21 (centres undefined),-20,-8,2,1,-10,12
Clc1ccccc1C(Nc1nc2ccccc2s1)Nc1nc2ccccc2s1,1,5,17,-11,13,-2
O=C(Nc1ccc2c(c1)C(O)c1ccccc1-2)C(F)(F)F (centres undefined),-4,8,16,19,11,7
CNNC(=NS(=O)(=O)c1cc(C#N)c(NNC)cc1S)NNC,-4,-36,12,-11,6,-8
CC(=O)N1c2ccccc2C23CCN(C)CC4C(C)OCC(C4CC2=O)C13 (centres undefined),3,14,-49,9,16,8
CC(N)C(O)c1ccc2ccc3ccccc3c2c1 (centres undefined),4,39,58,65,64,67
COc1cc(CC(CC(=O)c2ccc3c(c2)OCO3)(C(=O)O)C(=O)O)cc(OC)c1OC,20,39,2,34,20,26
OCC1CCCCCCCCCCC1,75*,92*,89*,94*,98*,95*
CN(C)CC(O)(C(=O)O)C(=O)O,-21,14,-4,-8,-11,-9
O=[N+]([O-])c1cccc2nccc(NCC(O)CO)c12 (centres undefined),8,14,-2,42,37,1
O=[N+]([O-])c1ccc(N=NN2CCOC2)cc1,24,-5,24,4,4,14
CCOc1ccc2c(ccc(/C=C\c3cc(C)c4cccnc4c3O)[n+]2C)c1,89*,87*,89*,90*,87*,83*
CCc1ccc(/C(C#N)=C/c2ccccc2Cl)cc1,40,10,27,26,22,35
COc1ccc2nc3cc(Cl)ccc3c(NCCCCCCNc3c4ccc(Cl)cc4nc4ccc(OC)nc34)c2n1,98*,91*,97*,98*,97*,97*
O=C(CC(C(=O)c1ccc(F)cc1)c1ccsc1)c1cccs1 (centres undefined),2,16,3,27,14,8
CN(C)C(=O)/N=C1\SC(=Nc2ccccc2)C(=Nc2ccccc2)N1c1ccc([N+](=O)[O-])cc1,6,27,-12,-2,-2,16
O=C(O)/C=C/c1ccccc1C(=O)O,-4,-13,6,4,11,-11
O=C1OC(=O)C2C1OC1C(=O)OC(=O)C12 (centres undefined),-33,.,-28,.,-36,.
O=C(OCC(OC(=O)c1ccccc1)C(OC(=O)c1ccccc1)C(OC(=O)c1ccccc1)C(SCc1ccccc1)SCc1ccccc1)c1ccccc1 (centres undefined),-13,-5,-2,-25,-3,-6
Nc1nc2c(c(-c3ccccc3)n1)CN(c1ccc(Br)cc1)C2=O,2,28,26,28,41,9
CCOC(=O)c1ccc(NC(=O)Nc2ccc(F)c([N+](=O)[O-])c2)cc1,46,7,24,46,7,29
N#CC(C(=O)C(N)=O)c1ccc(Cl)cc1Cl (centres undefined),100*,91*,99*,100*,82*,97*
Cc1cccc(CC(O)c2ccc(C=O)cc2)n1 (centres undefined),15,6,37,7,21,14
O=C(O)c1ccccc1C(=O)OC1CCc2ccccc2C1 (centres undefined),50,58,23,50,26,56
c1ccc2c(c1)nn1c3ccc4nonc4c3[n-][n+]21,0,13,-11,26,1,31
ClCC(Cl)C1CO1 (centres undefined),-41,18,13,-5,13,-31
Cc1ccc(S(=O)(=O)/N=S(/Cc2ccccc2)c2c(C)cccc2C)cc1 (centres undefined),3,18,3,21,21,-1
CCOC1OC(C2COC(=O)O2)C(O)C1O (centres undefined),11,-71,-3,-4,16,7
CN1C(=O)OC(C)(C)C1=O,3,-19,3,-3,0,-9

# (further entries)
SMILES,yeast mec2-1,cln2 rad14,yeast mlh1 rad18,sgs1 mgt1,yeast rad50,yeast bub3
COc1ccc(C2=CSc3ccccc3N2)cc1,16,6,11,42,11,36
Cn1c(=O)nc(N)n(NC(=O)CCl)c1=O,10,10,15,24,31,-7
CC1=CC[C@H]2C(C)=CC[C@@H](C(C)C)[C@@H]2C1,6,22,17,24,10,13
CC(C)CCCC(C)C1CCC2C3CC=C4CC(P(=O)(c5ccccc5)c5ccccc5)CCC4(C)C3CCC12C (centres undefined),-10,-10,-12,-6,10,6
CC(C)C(C(=O)c1ccccc1)c1ccccc1 (centres undefined),-10,.,-4,.,0,.
COc1c(C)c2c(c(O)c1C/C=C(\C)CCC(=O)O)C(=O)OC2,91*,90*,.,92*,85*,89*
Cc1ccc(-c2cc[n+]3c(n2)oc2ccccc23)cc1,-43,11,0,-27,-27,5
CCC(C)NC(=O)Nc1ccccc1 (centres undefined),9,4,6,-1,13,-2
O=C(CC(=O)N1N=C(c2ccccc2)C(N=Nc2ccc(C(=O)O)cc2)C1=O)Nc1ccc(F)cc1 (centres undefined),-15,13,15,-13,24,-5
CC1(C)OC2OC(/C=C/[N+](=O)[O-])C3OC(C)(C)OC3C2O1 (centres undefined),11,5,27,13,8,5
CC(=O)N1C(=O)c2cc(C)[nH]c(=O)c2C1=O,3,0,6,5,11,17
CCN(CC)CCNCC(O)CN1CCN(C)CC1 (centres undefined),3,23,4,15,3,-1
OC(c1ccccc1)(c1ccccc1)C(O)(c1ccccc1)c1ccccc1,6,-16,33,20,4,-3
Cc1c2ccccc2nc(CSCC(O)CO)[n+]1[O-] (centres undefined),11,-56,7,12,-8,14
O=C(N/N=C\c1ccc(Cl)c(Cl)c1)c1ccncc1,-1,5,-6,-3,-7,-2
Cc1ccc(S(=O)(=O)Nn2c(S)c(C#N)c(-c3ccc(Cl)cc3)c(C#N)c2=O)cc1,75*,32,74*,82*,56,66
CCOC(=O)C[n+]1ccc(C(=O)OCC)cc1,-15,2,4,0,-7,11
